# Bioassay records (PubChem BioAssay)
# PolyA inh: yeast polyadenylation inhibition; S. cerevisiae SKY197-pL101 polyadenylation reporter, beta-gal luminescence; efflux-impaired pdr1/pdr3 knockout yeast; score 100 = 6 SD above DMSO; calls only at 12 µM; 300,000 compounds, 0.02% hits; AID 1875;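 active = lowest replicate activity score at least 50, where 100 means six control SD above control mean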;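 note: yeast exposed to compound for 9 h at 30 °C; higher score means more reporter readthrough which indicates perturbed polyadenylation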
# TRPC4 act: opens the mouse TRPC4 cation channel; B-score at 10 µM; 310,000 compounds, 0.49% hits; Q9QUQ5; HEK293 TRPC4beta/mu-opioid, Fluo4 calcium fluorescence; stronger effect = higher value;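 active = B-score above 5 SD of library B-scores, and initial fluorescence ratio not above library mean plus 5 SD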;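 note: positive B-score marks a calcium rise read as TRPC4 activation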
# Target sequence (Q9QUQ5 whole entry, looked up): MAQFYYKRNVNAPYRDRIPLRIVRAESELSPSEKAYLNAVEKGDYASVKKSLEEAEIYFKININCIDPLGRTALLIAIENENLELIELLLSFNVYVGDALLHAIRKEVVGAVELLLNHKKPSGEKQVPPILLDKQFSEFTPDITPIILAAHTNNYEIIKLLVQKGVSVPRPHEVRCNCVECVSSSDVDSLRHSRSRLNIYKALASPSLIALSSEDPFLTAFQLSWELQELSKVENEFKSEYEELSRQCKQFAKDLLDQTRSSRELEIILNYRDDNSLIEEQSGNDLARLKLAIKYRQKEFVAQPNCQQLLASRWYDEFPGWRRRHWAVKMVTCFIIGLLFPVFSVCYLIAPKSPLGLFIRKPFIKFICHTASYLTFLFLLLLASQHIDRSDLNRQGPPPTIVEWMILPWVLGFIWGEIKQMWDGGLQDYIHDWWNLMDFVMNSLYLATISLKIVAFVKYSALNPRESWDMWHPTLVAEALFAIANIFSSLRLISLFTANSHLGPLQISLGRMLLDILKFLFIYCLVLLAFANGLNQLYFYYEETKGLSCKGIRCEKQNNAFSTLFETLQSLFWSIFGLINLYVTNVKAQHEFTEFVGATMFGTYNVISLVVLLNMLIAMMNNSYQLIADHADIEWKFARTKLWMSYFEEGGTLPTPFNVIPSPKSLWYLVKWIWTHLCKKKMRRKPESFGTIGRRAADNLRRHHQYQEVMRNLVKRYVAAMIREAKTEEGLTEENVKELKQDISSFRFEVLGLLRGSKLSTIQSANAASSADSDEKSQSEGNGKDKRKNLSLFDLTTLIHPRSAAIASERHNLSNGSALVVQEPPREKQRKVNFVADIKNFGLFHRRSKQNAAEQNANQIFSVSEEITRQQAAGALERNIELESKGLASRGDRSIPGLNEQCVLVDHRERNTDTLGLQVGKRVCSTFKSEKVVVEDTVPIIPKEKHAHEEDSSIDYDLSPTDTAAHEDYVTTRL
#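 Material: HEK293 stable line with TRPC4beta plus mu-opioid receptor; technique: Fluo4 calcium-sensitive dye fluorescence, kinetic, 1 Hz baseline; timing: Fluo4 dye loading 45 min at room temperature, 110 s recording; controls: assay buffer as low control, maximal DAMGO as high control; read-out: integrated baseline-normalised fluorescence ratio, converted to per-well B score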
# TRPC6 act: activates the mouse TRPC6 cation channel | Q61143 | HEK293-TRPC6 membrane potential dye fluorescence; stronger effect = higher value | B-score at 10 µM | 310,000 compounds, 0.13% hits | AID 2550;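 active = B-score of the integrated fluorescence ratio above library mean plus 3 SD, and starting fluorescence ratio within library mean plus 5 SD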;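 note: higher score means more depolarization so channel activation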
# AI-2 QS mod: Vibrio harveyi AI-2 quorum sensing modulation | Vibrio harveyi JMH597 AI-2 luminescence/OD600 ratio, 9 h; stronger effect = lower value; strain lacks LuxN and CqsS sensors; 0 = neutral-control median | activity change, % at 7.5 µM | 300,000 compounds, 0.4% hits | AID 2094; in the data active = activity change below about -75%, passing the limit was not always enough;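 note: luminescence divided by OD600 gain over 9 h not by final OD600 alone; inactives centre near 13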
# TRPC4 inh: inhibitors of mouse TRPC4 channel; Q9QUQ5; B-score at 10 µM; HEK293 TRPC4beta/mu-opioid, DAMGO-evoked Fluo4 calcium flux; stronger effect = lower value; 300,000 compounds, 0.39% hits;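 active = B-score over 3 SD under the library average, no early fluorescence shift, positive overall ratio signal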
#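 Test system – stable TRPC4beta/mu-opioid receptor HEK293 cells · Probe or stimulus – DAMGO, a submaximal dose followed by a maximal one · Dosing – one concentration per compound · Signal – Fluo4 calcium fluorescence by kinetic imaging, 5 s 1 Hz baseline · Evaluation – per-well B score of integrated baseline-normalized Fluo4 ratio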
# MrgX1 allo act: allosterically activates human MrgX1 receptor signaling. B-score at 10 µM. MrgX1-HEK293, Fluo-4 calcium flux, FDSS; stronger effect = higher value. AID 588675. 310,000 compounds, 0.63% hits;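 active = plate-corrected calcium response at least 3 library SD above typical, normal starting fluorescence, not activating the receptor alone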;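 note: compound read alongside a low EC10 to EC30 dose of BAM8-22 agonist; peak minus trough fluorescence over baseline measured at the second addition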
# HIF act: HIF pathway transcriptional activation; U2OS HRE-luciferase reporter, luminescence; normalized: DMSO 0%, desferrioxamine 100%; activation, % at 7.5 µM (by protocol); 300,000 compounds, 0.32% hits;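 active = mean activation of at least 10% of the iron chelator positive control signal, with at least half of replicates also reaching 10%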
# MrgX1 ag: human MrgX1 receptor agonism, primary screen; Q96LB2; MrgX1-HEK293 cells, Fluo-4 calcium fluorescence, agonist mode; stronger effect = higher value; B-score at 10 µM; 310,000 compounds, 0.44% hits;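 active = calcium response B-score plate-corrected fluorescence ratio at least 3 library SD, with starting fluorescence B-score inside 5 SD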
#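 Test system: HEK293 cells stably expressing human MrgX1 receptor; Input: fifteen thousand cells per well; Dosing: compound delivered in addition one of three; Schedule: overnight seeding, then 1 h dark dye loading; Technique: Fluo-4 NW calcium fluorescence; Measure: B-scored fluorescence response ratio; Controls: positive and negative controls per plate.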
# TRPC4 PAM: allosteric potentiators of mouse TRPC4 channel; HEK293 TRPC4beta/mu-opioid, DAMGO EC20, Fluo-4 Ca2+ flux; stronger effect = higher value; AID 2227; Q9QUQ5; B-score at 10 µM; 310,000 compounds, 0.42% hits;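 active = B-score of calcium response area above 5 SD of library B-scores, with initial fluorescence ratio within 5 SD of library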;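 note: B-score of integrated fluorescence ratio over time as area under calcium response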
# TRPC6 inh: inhibitors of mouse TRPC6 channel | Q61143 | B-score at 10 µM | 310,000 compounds, 1.1% hits | HEK293-TRPC6, membrane potential dye, ACh-evoked depolarization; stronger effect = lower value;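 active = B-score under library mean minus 3 SD, initial fluorescence not abnormally high, positive integrated signal ratio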;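 note: B-score derived from integrated fluorescence ratio over the kinetic read; more negative B-score means stronger inhibition of depolarization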
# MrgX1 antag: human MrgX1 receptor antagonism, primary screen. Q96LB2. AID 588676. MRGX1-HEK293 calcium flux, Fluo-4, BAM8-22 antagonism; stronger effect = lower value. B-score at 10 µM. 310,000 compounds, 1.3% hits;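 active = calcium-response B-score plate-corrected more than 3 library SD below zero, starting fluorescence within 5 deviations, no agonist response on first addition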;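 note: peak minus trough fluorescence over baseline after final BAM8-22 challenge near maximal dose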
# An asterisk follows results filed as active; i = inactive; nt = no result given. A portion of the library; the hit share may differ from the screen's.
# Below each compound: PolyA inh, TRPC4 act, TRPC6 act, AI-2 QS mod, TRPC4 inh, MrgX1 allo act, HIF act, MrgX1 ag, TRPC4 PAM, TRPC6 inh, MrgX1 antag
1	C/C(=N\NC(=O)c1ccc(NS(=O)(=O)c2cccs2)cc1)c1ccc(C(C)(C)C)cc1
 : i, i, i, -1, i, i, 0.1, i, i, i, i
2	CC1CCCC(C)N1/N=C/c1ccc(O)cc1 (stereo not drawn)
 : i, i, i, -4, i, i, -1.1, i, i, i, i
3	O=C(NC(NC(=O)c1c(F)cccc1F)c1ccc([N+](=O)[O-])cc1)c1c(F)cccc1F
 : i, i, i, 1, i, i, 0.6, i, i, i, i
4	Cc1ccc(CNS(=O)(=O)CCNC(=O)c2ccc3c(c2)OCO3)cc1
 : i, i, i, 28, i, i, -0.3, i, i, i, i
5	c1ccc(-c2nc(-c3nccc4ccccc34)oc2-c2ccccc2)cc1
 : i, i, i, 13, i, i, 1.4, i, i, i, i
6	CCOc1ccccc1N(CC(=O)N1CCOCC1)S(=O)(=O)c1ccccc1
 : i, 93*, i, 3, -6*, i, -2.3, 138*, i, i, i
7	COc1ccccc1NS(=O)(=O)c1cc(NC(=O)c2sccc2C)ccc1N1CCCC1
 : i, i, i, 3, i, i, -0.1, i, i, i, i
8	O=C(CSc1nnc(-c2cccnc2)n1-c1ccc(SC(F)F)cc1)N1CCCc2ccccc21
 : nt, i, i, 30, i, i, -0.3, i, i, i, i
9	CC(C)P(=O)(Cc1cccc(C#N)c1)C(C)C
 : i, i, i, 33, i, i, -0.2, i, i, i, i
10	COCCNC(=O)c1onc(CSc2nc3ccccc3[nH]2)c1C(=O)NCCOC
 : i, i, i, 6, i, i, -0.1, i, i, i, i
11	O=C(OCC(=O)c1ccc[nH]1)c1ccc(Cl)nc1
 : i, i, i, 4, i, i, 0.1, i, i, i, i
12	O=C(CN1C(=O)C2CC=CCC2C1=O)NCC(=O)Nc1ccc(F)c(F)c1F (stereo not drawn)
 : i, i, i, 21, i, i, -1.2, i, i, i, i
13	COc1ccccc1Cn1c(=S)[nH]c2ccc(Br)cc2c1=O
 : i, i, i, 14, i, i, -0.1, i, i, i, i
14	Cc1ccc2c(c1)C=CC(C#N)N2C(=O)c1ccccc1 (stereo not drawn)
 : i, i, i, 30, i, i, 0.0, i, i, i, i
15	Cc1cccc(C(=O)N/N=C/c2ccncc2)c1
 : i, i, i, -6, i, i, 0.2, i, i, i, i
16	O=C(N/N=C\c1cccc(F)c1)c1ccc(Cn2cc(Br)c([N+](=O)[O-])n2)o1
 : i, i, i, 22, i, i, -0.1, i, i, i, i
17	CC(C)C(C)NC(=O)COc1ccc(S(=O)(=O)N2CCOCC2)cc1Cl (stereo not drawn)
 : i, i, i, 21, i, i, -0.1, i, i, i, i
18	CCO[C@@H]1OC(C(=O)N2CCN(C)CC2)=C[C@H](C2CCCCC2)[C@H]1CCCO
 : i, i, i, 7, i, i, 0.3, i, i, i, i
19	CCOc1ccc(N2C(=O)Nc3ccccc3C2(O)C(=O)NCc2ccc3c(c2)OCO3)cc1 (stereo not drawn)
 : i, i, i, 23, i, i, -0.6, i, i, i, i
20	Cc1cc(NC(=O)CN(C)S(=O)(=O)c2ccc(-c3ccc(=O)[nH]n3)s2)ccc1Br
 : i, i, i, 12, i, i, -1.4, i, i, i, i
21	O=C(CN1CCN(Cc2ccccc2Cl)CC1)N=Nc1c(O)[nH]c2ccccc12
 : nt, i, i, 26, -6*, i, -0.6, i, i, i, i
22	COc1ccc(-c2nc3ccccc3c(=O)n2CCOc2cc(C)ccc2C)cc1
 : i, i, i, -3, i, i, 0.5, i, i, i, i
23	COc1ccc(NC(=O)c2ccc3ncsc3c2)c2ccccc12
 : i, i, i, 30, i, i, 0.0, i, i, i, i
24	CCOP(=O)(OCC)C(Nc1cccc([N+](=O)[O-])c1)c1ccccc1 (stereo not drawn)
 : i, i, i, 6, i, i, -2.3, i, i, i, i
25	Cc1cc2ncn(CC(C)C)c2cc1C
 : i, i, i, 11, i, i, -0.1, i, i, i, i
26	Cc1ccc(NC(=O)C2CC(O)CN2C(=O)OCc2ccccc2)c(C)c1 (stereo not drawn)
 : i, i, i, 1, i, i, -0.1, i, i, i, i
27	CCn1c(SCC(=O)NCCOC)nc2sc3c(c2c1=O)CCCC3
 : i, i, i, 10, i, i, nt, i, i, i, i
28	Cc1ccc2c(c1)N(CC(=O)Nc1ncccc1C)C(=O)C(C(C)C)O2 (stereo not drawn)
 : i, i, i, 17, i, i, 0.9, i, i, i, i
29	C=CCOc1ccccc1CN1CCC(n2nccc2NC(=O)C2CCOC2)CC1 (stereo not drawn)
 : i, i, i, 42, i, i, -0.3, i, i, i, i
30	O=C(OCc1nnc(-c2ccccc2)o1)C1=COCCO1
 : i, i, i, nt, i, i, 0.0, i, i, i, i
31	COc1ccccc1NS(=O)(=O)c1ccc(O)cc1
 : i, i, i, 34, i, i, -1.3, i, i, i, i
32	NNC(=O)Cn1c(-c2nonc2N)nc2ccccc21
 : i, i, i, 14, i, i, 1.0, i, i, i, i
33	Cc1ccc(S(=O)(=O)N2CCN(S(=O)(=O)c3ccccc3)C2)cc1
 : i, i, i, 22, i, nt, -0.2, nt, i, i, nt
34	COCCCN1C(=O)C(=O)/C(=C(/O)c2ccc3c(c2)CC(C)O3)C1c1cccnc1 (stereo not drawn)
 : i, i, i, 16, i, i, -0.3, i, i, i, i
35	CCCC(=O)Nc1cc(C(=O)O)ccc1Sc1ccccc1
 : i, i, i, 29, i, i, 0.3, i, i, i, i
36	CCOC(=O)c1[nH]c2ccc(C)cc2c1NC(=O)CN1CCCCC1
 : i, i, i, 18, i, i, 0.1, i, i, i, i
37	COC(=O)[C@H](Cc1ccccc1)NC(=O)[C@@H](N)CC(=O)O
 : i, i, i, 6, i, i, -0.2, i, i, i, i
38	CCOc1ccc(-c2csc3nc[nH]c(=O)c23)cc1
 : i, i, i, -3, i, i, 3.1, i, i, i, i
39	c1ccc(-c2cccs2)nc1
 : i, i, i, 11, i, i, 0.3, i, i, i, i
40	COc1cccc(/C=C/C(=O)OCC(=O)NC(=O)NC2CCCCC2)c1
 : i, i, i, 7, i, i, 0.2, i, i, i, i
41	Cc1ccc(C)c(NC(=O)C2COc3ccccc3O2)c1 (stereo not drawn)
 : i, i, i, -7, i, i, 2.8, i, i, i, i
42	CCCN(CCC)C(=O)COc1cc(=O)n(CC)c2ccccc12
 : i, i, i, 24, i, i, -0.2, i, i, i, i
43	Cc1ccc(CNC(=O)C2CC3Cn4c(nc5cc6ccccc6cc54)C3N2C)o1 (stereo not drawn)
 : i, i, i, 19, i, i, 1.3, i, i, i, i
44	COc1ccc(C(=O)CCC(=O)N2CCN(c3ccc(C)cc3)C(C)C2)cc1 (stereo not drawn)
 : i, i, i, 32, i, i, -0.1, i, i, i, i
45	CC(=O)c1ccc(OCc2cc(C(=O)N3CCCCC3c3cccnc3)no2)cc1 (stereo not drawn)
 : i, i, i, 35, i, i, 1.9, i, i, i, i
46	C=CCOc1ccc(C2C(C(=O)c3cccs3)=C(O)C(=O)N2c2nnc(C)s2)cc1 (stereo not drawn)
 : i, i, i, 20, i, i, 2.6, i, i, i, i
47	CC(=O)N(Cc1cccc(Br)c1)c1ccc(N2CCOCC2)c(Cl)c1
 : i, i, i, 6, i, i, 0.4, i, i, i, i
48	CCOC(=O)c1cnn(-c2cc(C)nc3c(-c4ccccc4)cnn23)c1N
 : i, i, i, 19, i, i, 0.7, i, i, i, i
49	CC1CN(C(=O)c2ccc(NS(=O)(=O)c3cccc(Cl)c3)cc2)CC(C)O1 (stereo not drawn)
 : i, i, i, 9, i, nt, 0.6, nt, i, i, nt
50	NC(=O)CSc1nnc(COc2ccc3ccccc3c2)o1
 : i, i, i, 5, i, i, -1.4, i, i, i, i
51	COc1ccc(CC(=O)OCC(=O)Nc2ccc(Cl)c(S(=O)(=O)N(C)C)c2)cc1
 : i, i, i, -56, i, i, -1.0, i, i, i, i
52	CCn1cc2nc(SCC(=O)Nc3ccc(OC)c(OC)c3)n(Cc3ccc(OC)cc3)c(=O)c2n1
 : i, i, i, 16, i, i, 0.3, i, i, i, i
53	CCOc1ccccc1CNCc1ccc(F)cc1
 : i, i, i, 14, i, i, -0.4, i, i, i, i
54	O=C(Nc1cc(S(=O)(=O)N2CCOCC2)ccc1O)c1ccc(NS(=O)(=O)c2ccc(Cl)s2)cc1
 : i, i, i, 17, i, i, -0.5, i, i, i, i
55	CC(C1CC1)N(Cc1ccccc1)C(=O)NC(=O)c1ccc(F)cc1 (stereo not drawn)
 : i, i, i, 25, i, i, -0.9, i, i, i, i
56	CCc1cc2c(SCC#N)ncnc2s1
 : i, i, i, 28, i, i, 0.1, i, i, i, i
57	COc1ccc(-n2c(C)c(C(C)=O)c3cc(OCC(N)=O)ccc32)cc1
 : i, i, i, 15, i, i, -0.4, i, i, i, i
58	CCc1nc(SCC(=O)Nc2ccnc3ccccc23)n[nH]1
 : i, i, i, 14, i, i, -0.1, i, i, i, i
59	Cc1cccc(-n2c(N)cc(=O)[nH]c2=S)c1
 : i, i, i, 17, i, i, 2.0, i, i, i, i
60	O=C(c1cccs1)N1CCCC(c2nc3c(nnn3Cc3c(Cl)cccc3Cl)c(=O)[nH]2)C1 (stereo not drawn)
 : i, i, i, 21, i, i, 1.1, i, i, i, i
61	Cc1ccc(OCC(=O)OC(C)CN2CCCCC2)cc1 (stereo not drawn)
 : i, i, i, -8, i, i, -1.1, i, i, i, i
62	O=C(NCC1CCCO1)c1ccc2c(=O)n(Cc3ccco3)c(SCC(=O)N3CCCC3)nc2c1 (stereo not drawn)
 : i, i, i, 23, i, i, 0.6, i, i, i, i
63	O=c1c2c(-c3ccco3)csc2nc(SCc2cn3cccnc3n2)n1-c1ccccc1
 : i, i, i, 5, i, i, 0.8, i, i, i, i
